IDE act – activators of human insulin-degrading enzyme in cells; AID 493087; HEK cells, FAbeta-B cleavage, fluorescence polarization; 0% vehicle, 100% cell-free pure enzyme wells; 340,000 compounds, 0.073% hits; activation, % at 5.96 µM; P14735;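 active = activation above the mean of all tested compounds plus 3 SD, set per screening campaign, cut at about 17% in these data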
NS3 helicase inh – HCV NS3 helicase inhibition; NS3 helicase DNA unwinding, Cy5 molecular beacon fluorescence; inhibition, % at 10.9 µM; 290,000 compounds, 0.56% hits;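 active = inhibition above the mean of all tested compounds plus 3 SD, set per campaign, cut at about 35% in these data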;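 note: 0% = DMSO wells and 100% = thioflavine S control wells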
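test system = hepatitis C virus NS3 helicase domain fragment enzyme | reagent = annealed dual-labelled DNA beacon duplex, ATP-started | times = 1 h at 25 °C | detection = Cy5 fluorescence, 0 and 60 min reads | read-out basis = percent inhibition from t60/t0 fluorescence ratio | control set = DMSO and thioflavine S | replication = one well per compound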
DNA FID counter – fluorescent intercalator displacement, NS3 helicase counter-screen; DNA fluorescent intercalator displacement, fluorescence; inhibition, % at 7.9 µM; AID 1845; 290,000 compounds, 0.17% hits; in the data active = inhibition above about 37%;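 note: 0% = vehicle and 100% = reference compound; higher means more ethidium bromide displaced from hairpin DNA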
IDE inh – inhibitors of human insulin-degrading enzyme in cells; HEK cells, FAbetaB cleavage, fluorescence polarization; 320,000 compounds, 0.41% hits; inhibition, % at 5.59 µM;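 active = percent inhibition above the average of all tested compounds plus 3 SD, set per screening campaign, cut at about 16% in these data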;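 note: IDE supplied by intact live HEK cells; FP after avidin binding of uncleaved biotin substrate so inhibition keeps polarization high; 0% = DMSO wells and 100% = 60 µM reference IDE inhibitor Ii1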
VIM-2 inh – blocks Pseudomonas aeruginosa VIM-2 metallo-beta-lactamase | purified VIM-2, nitrocefin hydrolysis, epi-absorbance fluorescence | inhibition, % at 5.6 µM | 290,000 compounds, 0.89% hits | AID 1527;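 active = inhibition above the mean of all tested compounds plus 3 SD, cutoff set per screening run, cut at about 7.5% in these data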;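 note: red hydrolysis product quenches plate fluorescence so inhibitors raise well fluorescence; 0% = enzyme with DMSO and 100% = DMSO without enzyme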
M18AAP inhibitor – blocks P. falciparum M18 aspartyl aminopeptidase; recombinant PfM18AAP, H-Glu-NHMec fluorogenic cleavage; inhibition, % at 7.35 µM; 290,000 compounds, 1.2% hits; AID 1822;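 active = inhibition above the campaign mean inhibition over all tested compounds plus 3 SD, cut at about 28% in these data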;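 note: 0% = plate median of test compound wells and 100% = 2 mM ZnCl2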
SUMO HTRF inh – SUMOylation inhibition; 290,000 compounds, 0.36% hits; HTRF SUMOylation assay, SAE1/SAE2 + UBC9, in vitro; inhibition, % at 35 µM; P63279; in the data active = inhibition above about 50%, passing the limit was not always enough; note: strong numbers were not always called active
p-CIP stab down – lowers stability of the mouse p/CIP coactivator protein; Q05BA5; F442A p/CIP-EGFP cells, EGFP fluorescence, 16 h; decrease of EGFP signal, % at 10 µM; 290,000 compounds, 0.01% hits;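 active = EGFP signal decrease of at least 30% at 10 µM or well 3 SD below plate mean, unless failing retest; inactive = the rest, including hits failing retest or dose response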; note: some compounds called inactive have numbers as strong as hits; many of its hits are not listed in these tables
Target sequence (Q05BA5 1-1403): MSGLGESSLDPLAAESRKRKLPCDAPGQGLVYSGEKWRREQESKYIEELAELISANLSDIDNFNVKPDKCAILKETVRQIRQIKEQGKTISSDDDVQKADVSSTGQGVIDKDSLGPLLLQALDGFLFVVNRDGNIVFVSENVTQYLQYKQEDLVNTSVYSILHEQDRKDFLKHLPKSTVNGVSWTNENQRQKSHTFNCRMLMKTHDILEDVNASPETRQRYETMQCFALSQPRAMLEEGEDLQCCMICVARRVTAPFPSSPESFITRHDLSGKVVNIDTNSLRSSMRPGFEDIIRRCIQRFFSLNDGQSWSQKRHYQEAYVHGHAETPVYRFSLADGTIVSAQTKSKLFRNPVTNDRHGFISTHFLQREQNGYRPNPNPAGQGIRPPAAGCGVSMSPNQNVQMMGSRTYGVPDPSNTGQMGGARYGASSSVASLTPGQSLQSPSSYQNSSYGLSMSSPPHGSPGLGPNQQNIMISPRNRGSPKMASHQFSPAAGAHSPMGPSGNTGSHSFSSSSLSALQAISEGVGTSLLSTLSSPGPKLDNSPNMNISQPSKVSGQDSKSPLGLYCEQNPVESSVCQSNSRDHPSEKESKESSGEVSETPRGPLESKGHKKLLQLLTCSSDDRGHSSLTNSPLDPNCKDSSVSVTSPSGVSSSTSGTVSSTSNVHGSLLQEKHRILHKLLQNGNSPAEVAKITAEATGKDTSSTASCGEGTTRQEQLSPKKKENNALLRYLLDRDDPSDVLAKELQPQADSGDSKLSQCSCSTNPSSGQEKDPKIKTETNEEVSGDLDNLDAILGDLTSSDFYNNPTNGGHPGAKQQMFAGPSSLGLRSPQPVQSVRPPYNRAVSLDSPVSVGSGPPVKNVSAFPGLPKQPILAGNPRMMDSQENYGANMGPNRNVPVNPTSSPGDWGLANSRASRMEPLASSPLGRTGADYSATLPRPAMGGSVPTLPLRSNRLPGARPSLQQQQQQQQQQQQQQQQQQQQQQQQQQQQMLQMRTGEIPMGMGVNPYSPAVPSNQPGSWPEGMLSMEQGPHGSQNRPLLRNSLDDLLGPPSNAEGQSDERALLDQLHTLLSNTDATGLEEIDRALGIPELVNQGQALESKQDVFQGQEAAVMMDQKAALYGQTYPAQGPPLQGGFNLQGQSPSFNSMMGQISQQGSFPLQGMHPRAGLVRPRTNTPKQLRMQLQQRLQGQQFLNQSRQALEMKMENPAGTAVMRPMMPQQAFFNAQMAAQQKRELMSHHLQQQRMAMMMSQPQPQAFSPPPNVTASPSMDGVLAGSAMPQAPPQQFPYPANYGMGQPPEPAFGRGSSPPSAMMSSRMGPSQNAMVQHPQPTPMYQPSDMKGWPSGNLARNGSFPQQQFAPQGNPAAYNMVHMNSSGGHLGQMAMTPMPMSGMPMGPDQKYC
IMP-1 inh – inhibitors of Pseudomonas aeruginosa IMP-1 metallo-beta-lactamase; purified IMP-1, nitrocefin hydrolysis, epi-absorbance fluorescence; inhibition, % at 5.6 µM; 290,000 compounds, 0.45% hits; AID 1556;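 active = inhibition above the mean plus 3 SD of all compounds in the same screening run, cut at about 4.5% in these data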;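 note: 0% = IMP-1 with DMSO and 100% = DMSO wells lacking enzyme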
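System: purified IMP-1; amount: IMP-1 0.2 nM before substrate addition; compound: single dose, 5.6 µM; times: 25 °C, 15 min preincubation, 25 min reaction; signal: Epi-absorbance via hydrolysed-nitrocefin quenching of white-plate fluorescence, 480/530 nm, EDTA stop; benchmarks: DMSO with and without IMP-1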
* = called active by the depositor; . = not tested or not shown.

structure	DNA FID counter	p-CIP stab down	VIM-2 inh	IDE act	IDE inh	NS3 helicase inh	M18AAP inhibitor	IMP-1 inh	SUMO HTRF inh
Cn1cc(SCC(=O)NCC2CCCO2)c2ccccc21 (stereo unspecified)	.	-6	.	2	4	.	.	.	10
Clc1ccc(-n2nnnc2-c2ccccc2)cc1	-4	-11	-2.2	4	-6	5	-1	-1.2	15
COc1ccccc1/C=N/NC1=NCCCCC1	5	-6	-2.2	-7	13	-8	0	-1.0	16
COc1ccccc1NC(=S)NCCc1ccc(OC)c(OC)c1	-17	2	-1.0	-2	0	7	-4	-2.8	6
O=C(N/N=C/c1ccc([N+](=O)[O-])o1)c1cn(-c2ccccc2)nc1-c1ccc(Cl)cc1	2	-8	-1.8	1	2	8	2	-3.7	44
Cc1cccc(NC(=O)C2CCN(S(=O)(=O)c3cccs3)CC2)c1	-11	-9	-7.0	0	-6	2	-5	-4.2	8
O=C(NC1CCCCC1)C1CCN(C(=O)c2ccccc2Cl)CC1	-18	-12	-0.5	7	2	6	-5	-1.5	-9
CCn1cc(CNC(=O)c2ccc3nc(Cc4ccccc4F)oc3c2)cn1	-23	-31	-1.1	4	0	-4	-11	-0.1	14
CN(C)S(=O)(=O)N1CCN(C(=O)N2CCOCC2)CC1	-5	0	-0.3	-3	6	5	-3	-2.5	18
COc1cc(C2CC(c3cccs3)=NN2C(=O)CCl)ccc1OC(F)F (stereo unspecified)	-21	-7	-1.0	-4	-4	-12	13	-2.3	7

Some of the entries above in another layout.
Compound: COc1ccccc1/C=N/NC1=NCCCCC1
  DNA FID counter = 5	p-CIP stab down = -6	VIM-2 inh = -2.2	IDE act = -7	IDE inh = 13	NS3 helicase inh = -8	M18AAP inhibitor = 0	IMP-1 inh = -1.0	SUMO HTRF inh = 16
Compound: COc1ccccc1NC(=S)NCCc1ccc(OC)c(OC)c1
  DNA FID counter = -17	p-CIP stab down = 2	VIM-2 inh = -1.0	IDE act = -2	IDE inh = 0	NS3 helicase inh = 7	M18AAP inhibitor = -4	IMP-1 inh = -2.8	SUMO HTRF inh = 6
Compound: O=C(N/N=C/c1ccc([N+](=O)[O-])o1)c1cn(-c2ccccc2)nc1-c1ccc(Cl)cc1
  DNA FID counter = 2	p-CIP stab down = -8	VIM-2 inh = -1.8	IDE act = 1	IDE inh = 2	NS3 helicase inh = 8	M18AAP inhibitor = 2	IMP-1 inh = -3.7	SUMO HTRF inh = 44
Compound: Cc1cccc(NC(=O)C2CCN(S(=O)(=O)c3cccs3)CC2)c1
  DNA FID counter = -11	p-CIP stab down = -9	VIM-2 inh = -7.0	IDE act = 0	IDE inh = -6	NS3 helicase inh = 2	M18AAP inhibitor = -5	IMP-1 inh = -4.2	SUMO HTRF inh = 8

Additional entries
structure	DNA FID counter	p-CIP stab down	VIM-2 inh	IDE act	IDE inh	NS3 helicase inh	M18AAP inhibitor	IMP-1 inh	SUMO HTRF inh
Cn1c(Nc2cccc(Cl)c2)nc2ccccc21	5	2	-0.6	-5	3	-6	0	0.0	11
NNC(=O)c1ccc(CSc2n[nH]c(=O)[nH]c2=O)cc1	-6	11	-2.6	5	-6	0	7	-2.5	0
Nc1cccc2c1C(=O)N(C(=O)c1ccc(Cl)c(S(=O)(=O)N3CCCCCC3)c1)C2=O	-17	-6	-2.1	-3	4	1	2	4.8*	22
O=C(c1ccc(Cl)c(S(=O)(=O)N2CCOCC2)c1)N1CCOCC1	-14	1	0.8	7	0	13	-1	1.4	-8
C/C(=N\NC(=O)c1cc(O)cc(O)c1)c1ccc(NC(=O)Cc2ccccc2)cc1	-7	-3	-3.9	2	5	9	4	-2.6	.
COc1ccc(OC)c(NC(=O)C(C)Oc2ccc(Br)cc2)c1 (stereo unspecified)	-22	10	-0.9	.	3	5	-16	-1.5	-27
CN(C)/C=C/C(=O)c1ccc(S(=O)c2ccccc2)cc1 (stereo unspecified)	-11	0	-3.1	-1	4	-4	-6	-1.4	10
COc1ccc2c(c1OC)CN1CCc3cc4c(cc3[C@@H]1[C@@H]2O)OCO4	-17	-4	-2.2	0	-1	5	5	-3.7	-3
COc1ccc(NC(=O)Nc2nc3c(s2)CCCC3)cc1	-9	-12	-0.6	-5	6	-6	-2	-3.3	-13
CN(C)c1cccc2cccc(N(C)C)c12	-13	-8	0.4	4	-5	-1	3	-1.1	68
CCOC(=O)C(c1ccccc1)C(Nc1ccc(Cl)c(Cl)c1)c1ccccn1 (stereo unspecified)	-4	-24	-0.4	.	-2	-2	7	1.5	7
CCOc1ccc(NC(=O)CCn2c(=O)[nH]c3ccsc3c2=O)cc1	-2	-5	-2.6	9	-1	-5	0	-3.1	9
Cc1ccc(C)c(N2CCN(C(=O)c3ccc4c(c3)c(C)c(C)n4C)CC2)c1	-33	-6	-0.5	-4	2	-2	1	-1.8	-9
O=c1cc[nH]c2c(Cl)cccc12	-7	10	-0.4	-3	2	4	-13	-0.8	21
CCn1cc(C(=O)O)c(=O)c2cc(F)c(N3CCNCC3)cc21	2	-2	-1.4	-3	5	0	-4	-3.3	1
CC(=O)c1ccc(N2CCCCCC2)c(F)c1	3	-2	0.0	4	-4	-7	-1	-2.9	-8
CCCNC(=O)CN1C(=O)NC(CCc2ccccc2)C1=O (stereo unspecified)	-4	2	-2.2	3	1	2	0	-1.1	-2
Cc1nc(NC(=O)c2ccc(OCC(C)C)cc2)sc1Cc1ccc2c(c1)OCO2	0	-9	1.4	-3	10	8	-15	0.9	-4
CCc1cc(=O)oc2cc(C)c(CN3CCCC3)c(O)c12	-18	-5	15*	3	-2	39*	1	20*	30
Nc1c(Cl)cc(-c2csc(NCCc3nc4cc(Cl)c(Cl)cc4n3CCCO)n2)cc1Cl	-2	4	1.1	-4	-1	-32	8	-2.0	-3
C=CCn1c(CCNC(=O)C(C)(C)C)nc2ccccc21	-1	4	-0.2	-2	4	-3	-2	-0.9	-8
Cc1c(NC(=O)c2cc3nc(-c4ccc(Br)cc4)cc(C(F)(F)F)n3n2)c(=O)n(-c2ccccc2)n1C	-4	1	-0.7	-1	2	3	-1	-2.6	11
CC(C)C(=O)Nc1ccc(C(=O)c2ccccc2)cc1	-9	-20	-0.9	-2	2	-7	-2	-1.9	-16
CCN(CC)c1ccc(/C=N/Nc2nc(C)cc(=O)[nH]2)c(O)c1	-3	2	-5.1	3	6	1	10	-5.1	-48
O=C(Nc1nc2cc(Cl)ccc2s1)C1CCCN(S(=O)(=O)c2cccc3cccnc23)C1 (stereo unspecified)	0	3	-4.6	-4	-1	2	-2	-4.1	-22
Cc1cc(NS(=O)(=O)c2ccc(NC(=O)CCCOc3ccccc3C)cc2)nc(C)n1	-28	-29	-2.5	-1	0	1	6	-2.3	2
CN(C)CCN1CC(C(=O)O)CC1=O (stereo unspecified)	5	-8	-1.4	1	1	-3	-4	-1.3	34
Cc1ccc(NCc2ccc(O)c3ncccc23)cc1	-1	-11	-2.2	1	0	2	3	1.0	-35
Cc1ccc(Cl)cc1N1CCN(S(=O)(=O)c2cc3c(cc2C)NC(=O)CO3)CC1	-19	-2	-5.0	7	1	4	-4	-2.8	-8
CCN1CCN(C(=O)C2=CC(c3ccc(OC)cc3)=NS(=O)(=O)N2C)CC1	1	14	-2.7	8	-3	-3	-2	-1.3	16
O=[N+]([O-])c1ccc(CSc2nc3ccccc3o2)cc1	1	4	-2.6	2	-4	-3	1	-3.3	-28
OC(c1nc2ccccc2[nH]1)C(O)C(O)C(O)c1nc2ccccc2[nH]1 (stereo unspecified)	-4	-2	-2.3	.	-5	10	-1	-2.6	-9
CCN1CNC(=S)N(CCc2ccccc2)C1	-6	4	-0.5	5	0	3	-2	-2.1	1
CC(C)(C)c1cc(CN2CCCC(O)C2)c(O)c(C(C)(C)C)c1 (stereo unspecified)	2	-8	-0.3	7	1	-16	2	-2.4	-4
COc1cccc(-c2ccc(SCC(=O)NCCc3ccccc3)nn2)c1	-23	1	-2.6	-1	5	9	-9	-3.5	22
Cc1ccc(C(=O)O/N=C(\N)Cc2ccc([N+](=O)[O-])cc2)c(Cl)c1	-3	-8	-0.3	2	0	3	-9	-2.3	2
O=C(NC1CCc2ccccc21)C12CN(Cc3ccccc3)CC1C(c1cccc([N+](=O)[O-])c1)=NO2 (stereo unspecified)	-5	7	-1.0	-1	3	-9	-7	-1.2	0
Cc1ccc(N(CC(=O)NCC2CCCO2)C(=O)CCC(=O)Nc2cc(C)on2)cc1 (stereo unspecified)	-30	-18	-2.3	4	2	-5	0	-1.6	-4
C/C=C/Cn1cccc(C(=O)Nc2ccc(OC)cc2)c1=O	-24	-4	-1.7	-5	3	-1	3	-1.8	12
COc1ccc(C)cc1NC(=O)c1ccccc1NS(=O)(=O)c1cccc2cccnc12	-9	7	-4.6	-2	-3	2	2	-0.2	1
O=C(c1ccccc1)N(Cc1cccs1)C1CCS(=O)(=O)C1 (stereo unspecified)	2	7	-1.7	3	3	2	-16	-0.5	0

Profiles as entered above.
CCCNC(=O)CN1C(=O)NC(CCc2ccccc2)C1=O (stereo unspecified) is listed as DNA FID counter: -4; p-CIP stab down: 2; VIM-2 inh: -2.2; IDE act: 3; IDE inh: 1; NS3 helicase inh: 2; M18AAP inhibitor: 0; IMP-1 inh: -1.1; SUMO HTRF inh: -2
CN(C)CCN1CC(C(=O)O)CC1=O (stereo unspecified) is listed as DNA FID counter: 5; p-CIP stab down: -8; VIM-2 inh: -1.4; IDE act: 1; IDE inh: 1; NS3 helicase inh: -3; M18AAP inhibitor: -4; IMP-1 inh: -1.3; SUMO HTRF inh: 34

Screening data (PubChem BioAssay)
